# MRP1 act – activators of MRP-1; viability increase, % at 10 µM; AID 799; H69AR cells + doxorubicin, viability rescue, CellTiter-Glo; actives 0.61% (n = 140,000);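 active = viability gain under doxorubicin at or above a set limit, the compound median plus 3 SD, cut at about 4.7% in these data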;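 also: MRP-1 overexpressing cells given doxorubicin 25 µM after compound pretreatment; 18-22 h compound pretreatment then 72 h with doxorubicin before readout; 0% = doxorubicin-only wells and 100% = vehicle-treated cells without doxorubicin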
# Phagocytosis inh – inhibitors of macrophage phagocytosis | AID 1029 | J774A.1 macrophage IgG-bead phagocytosis, imaging | actives 0.07% (n = 110,000) | inhibition, % at 5 µM;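 active = inhibition above the mean of the plate negative controls plus 5 SD, cut at about 13% in these data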;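 also: phagocytic index as fraction of beads internalized from green versus red external bead signal; plate controls were DMSO negative control for no effect and cytochalasin-D positive control for full effect; some results beyond the cut were filed as inactive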
# E-sel TNF inh – TNF alpha driven E-selectin expression inhibition; HUVEC TNFa-induced E-selectin immunofluorescence, high content; inhibition, % at 2 µM; actives 0.71% (n = 120,000); AID 1246;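 active = inhibition above the batch mean plus 3 SD, and confirmed as a hit on visual image review, cut at about 43% in these data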;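 also: 0% = TNF-stimulated DMSO wells and 100% = unstimulated control wells; not every result past the cut was called active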
# Measles CPE – protection of cells from measles virus. protection (pct of control), % at 4 µM. actives 1.5% (n = 140,000). Measles virus-infected cells, CPE protection, absorbance; in the data active = protection mostly above about 24%, no sharp cut-off; inactive = mostly below about 26%; also: some compounds called inactive have numbers as strong as hits
# PTEN del growth – PTEN-deleted cell growth suppression | HCT116 PTEN-null viability, CellTiter-Glo, 60 h; active compounds read low | viability, % at 10 µM | actives 1.2% (n = 140,000) | AID 827;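 active = viability at or below a set limit, 4 SD under the median of all tested compounds, cut at about 3.7% in these data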;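 also: PTEN knockout HCT116 line with beta catenin targeted HCT116 as companion control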
# NPY-Y2 antag – antagonists of human neuropeptide Y receptor Y2 | P49146 | NPY-Y2 expressing cells, antagonist mode | inhibition, % at 2.7 µM | actives 0.99% (n = 140,000) | AID 793; in the data active = inhibition above about 17%;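 also: 0% = vehicle with agonist challenge and 100% = reference antagonist with challenge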
# Target sequence (P49146 whole entry, looked up): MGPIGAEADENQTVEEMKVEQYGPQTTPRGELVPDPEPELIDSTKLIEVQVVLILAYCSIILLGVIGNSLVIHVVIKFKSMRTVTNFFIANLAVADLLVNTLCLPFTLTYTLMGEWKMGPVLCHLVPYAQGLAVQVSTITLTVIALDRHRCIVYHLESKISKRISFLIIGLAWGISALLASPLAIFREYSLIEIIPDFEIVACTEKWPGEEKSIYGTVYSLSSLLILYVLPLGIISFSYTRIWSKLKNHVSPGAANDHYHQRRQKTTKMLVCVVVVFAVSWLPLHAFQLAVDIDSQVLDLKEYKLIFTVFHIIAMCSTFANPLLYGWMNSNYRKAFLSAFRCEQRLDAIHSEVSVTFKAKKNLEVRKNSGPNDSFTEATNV
# Yeast lifespan up – extends the lifespan of yeast; S. cerevisiae growth with nicotinamide, OD615; deaD strain in restrictive glucose medium; inhibition of the nicotinamide effect, % at 10 µM; actives 0.68% (n = 130,000);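 active = inhibition above a set limit, placed 3 SD over the median of all compounds, cut at about 26% in these data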;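 also: 0% = nicotinamide-treated wells and 100% = cells grown without nicotinamide; some compounds called inactive have numbers as strong as hits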
#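 Buffer or medium: CSMM-D glucose medium, restrictive; test system: modified budding yeast, DeaD strain; compound: single dose 10 µM compound, 0.25% DMSO; schedule: culture preincubation 4 h, compound exposure 48 h, both 30 °C; detection: optical density (absorbance) at 615 nm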
# bCat KO growth – beta-catenin-lacking colon tumor cell growth suppression; actives 1.5% (n = 140,000); viability, % at 10 µM; HCT116 beta-catenin knockout viability, CellTiter-Glo, 60 h; active compounds read low;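 active = viability at or under a set limit, the compound median less 4 SD, cut at about 6% in these data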;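 also: 0% = Hyamine 1622 control at 20 µM and 100% = untreated cell control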
# BB579 growth dn – yeast BB579 growth reduction in restrictive medium; S. cerevisiae BB579 growth, OD615, 48 h; actives 0.51% (n = 140,000); inhibition, % at 10 µM;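 active = inhibition above a set limit, 3 SD over the mean compound inhibition, cut at about 44% in these data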; also: inactives centre near -24
#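 Test system: DeaD yeast strain BB579 / Buffer or medium: restrictive glucose-based CSMM-D medium / Doses: single 10 µM dose / Schedule: 4 h cell preincubation, 48 h compound exposure, 30 °C humidified / Technique: culture absorbance at 615 nm / Controls: amphotericin B positive control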
# GALR2 blocker – antagonists of human galanin receptor 2 (GALR2) | actives 0.39% (n = 140,000) | AID 828 | inhibition, % at 4 µM | O43603 | GALR2-expressing cells, antagonist mode; in the data active = inhibition above about 27%;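 also: cells stimulated with galanin 1-16 at roughly its EC80; 0% = agonist challenge control and 100% = basal control without agonist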
# Target sequence (O43603 whole entry, looked up): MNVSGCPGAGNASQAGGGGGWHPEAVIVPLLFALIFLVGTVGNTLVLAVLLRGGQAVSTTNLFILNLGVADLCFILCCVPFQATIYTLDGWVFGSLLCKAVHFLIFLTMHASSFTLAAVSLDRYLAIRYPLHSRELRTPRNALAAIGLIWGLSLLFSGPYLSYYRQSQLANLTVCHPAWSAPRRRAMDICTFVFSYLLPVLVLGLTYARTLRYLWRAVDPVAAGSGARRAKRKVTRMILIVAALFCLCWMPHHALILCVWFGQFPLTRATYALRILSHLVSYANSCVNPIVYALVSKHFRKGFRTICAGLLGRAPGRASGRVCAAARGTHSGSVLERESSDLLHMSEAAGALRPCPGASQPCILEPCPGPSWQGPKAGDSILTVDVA
# Active calls of the source: *; x = not tested or not shown; & = joins results of further samples.
SMILES,MRP1 act,Phagocytosis inh,E-sel TNF inh,Measles CPE,PTEN del growth,NPY-Y2 antag,Yeast lifespan up,bCat KO growth,BB579 growth dn,GALR2 blocker
COc1cc(CNCCc2ccc(S(N)(=O)=O)cc2)ccc1OCC(=O)N1CCCCC1,0.0,-6,26,25,95,1,-2,89,15,8
O=C(CCCC(=O)OCC(F)(F)C(F)F)Nc1ccc(NC(=O)CCCC(=O)OCC(F)(F)C(F)F)cc1,-0.6,2,-8,42*,108,1,-6,94,-41,-8
COc1ccc(C(=O)Cc2cc(OC)c(OC)cc2[N+](=O)[O-])c(OC)c1,-0.8,-3,12,21,102,2,0,81,-50,4
CC1(C)C2CCC1(C)C(OCC[N+](C)(C)CC(=O)OC1CCCCC1)C2 (stereo unspecified),-2.5,20,x,2,35,2,0,49,26,-18
C=CCOc1ccc2oc(=O)cc(C)c2c1,0.1,-2,-5,2,102,0,-4,94,-34,2
CN(C(=O)COC(=O)c1cc(Br)c(Br)s1)C1CCS(=O)(=O)C1 (stereo unspecified),0.8,-2,2,6,101,6,-1,97,-37,-1
CC(=O)N1N=C(c2ccccc2)CC1c1cn(C)c2ccccc12 (stereo unspecified),-1.2,-3,x,4,85,2,4,81,-47,3
COc1ccccc1N1CCN(C(=O)c2ccc(N3CCCC3=O)cc2)CC1,-1.0,x,4,6,95,3,-3,95,-31,-3
O=C(NCCc1c[nH]c2ccccc12)/C(=C\c1ccco1)NC(=O)c1ccco1,-1.9,2,30,5,93,2,2,91,-34,-2
N#Cc1c(N2CCCCC2)nc(N)c2c(N)nc3c(c12)CC(c1ccccc1)O3 (stereo unspecified),-4.3,x,-10,7,34,-2,-20,56,-69,-12
CCOC(=O)N1CCC(NS(=O)(=O)c2cc3c(cc2C)NC(=O)CO3)CC1,-0.9,-1,-18,x,102,3,-14,104,-7,4
CCn1c(-c2cccc(Br)c2)n[nH]c1=S,-0.1,-1,20,7,107,4,-8,102,-9,9
Cn1c(CO)cnc1SCc1ccc(Cl)cc1,-0.5,x,x,8,97,-1,-13,94,-26,-8
COc1ccc(NC(=O)CN(Cc2ccccc2)S(C)(=O)=O)cc1,-1.1,-1,-21,35,90,-2,-12,106,10,8
N#CC1=C(N)Oc2c(ccc3ccccc23)C1c1ccsc1 (stereo unspecified),-1.7,x,-10,4,15,1,-22,15,-38,8
CCOc1ccccc1NC(=O)c1ccc(OCC)c([N+](=O)[O-])c1,0.4,-2,x,16,96,2,2,93,-15,-8
COc1ccc(F)cc1S(=O)(=O)NC1CCCCCC1,-0.8,1,-11,0,96,2,-17,84,-33,10
CCC(C)NC(=S)Nc1ccccc1OC (stereo unspecified),-1.6,-6,x,16,89,-1,0,89,-1,8
Cc1ccc2[nH]c(=O)c(CN(CCCO)S(=O)(=O)c3cccc4nsnc34)cc2c1,-1.8,-1,-18,8,91,-1,-1,95,-17,1
O=C(CSc1nc2ccccc2c(=O)n1-c1ccc(F)cc1)Nc1cc(S(=O)(=O)N2CCOCC2)ccc1Cl,-2.8,-5,x,4,99,3,3,99,4,24
O=C(NCCN1CCOCC1)Nc1ccc(Cl)cc1,-0.5,2,12,5,99,2,-1,96,8,-5
O=C(COc1ccc(S(=O)(=O)N2CCCC2)cc1Cl)NCc1ccco1,-1.6,-2,x,20,103,4,-8,97,-22,-4
CCCCn1nnc(NC(=O)CCC)n1,-0.8,0,17,5,107,3,-17,103,-30,-2
CCOC(=O)C1CCC(CNCc2ccc(Cl)cc2)CC1 (stereo unspecified),-3.2,x,18,19,87,2,-4,91,12,0
O=C(COC(=O)CC(c1ccccc1)c1ccccc1)NCc1ccc(Cl)cc1,-2.6,5,-6,14,75,6,4,77,-36,0

# Next results follow:
SMILES,MRP1 act,Phagocytosis inh,E-sel TNF inh,Measles CPE,PTEN del growth,NPY-Y2 antag,Yeast lifespan up,bCat KO growth,BB579 growth dn,GALR2 blocker
C=CCSc1nnnn1-c1ccc(OC)cc1,-3.0,-2,14,9,109,0,-13,102,7,-7
CC(C)c1ccccc1NC(=S)NC1CCN(Cc2ccccc2)CC1,-5.6,-7,0,7,60,1,-1,67,-26,-7
Cc1ccnc(N2CCN(C(=O)CSc3nc4ccccc4nc3N3CCCCC3)CC2)c1,-1.2,x,-30,18,73,9,-4,66,-112,-2
N#Cc1c(N)n(C2CCCCC2)c2nc3ccccc3nc12,-4.7,-1,-26,8,74,8,-24,87,-28,-10
COC(=O)C1CCN(C(=O)Nc2ccc(OC)cc2)CC1,-0.6,x,2,7,98,1,-15,96,-5,2
Cc1ccc(S(=O)(=O)N2CCCN(S(=O)(=O)C3CCS(=O)(=O)C3)CC2)cc1 (stereo unspecified),-1.7,x,3,7,99,-1,-8,86,-85,2
C=CCn1c(Cc2cccs2)nnc1SCC(=O)c1ccc(F)cc1,-1.3,0,6,x,105,3,-5,95,-41,2
CC1CCN(Cc2c(O)ccc3c(=O)c(-c4nc5ccccc5s4)c(N)oc23)CC1,-5.4,-4,4,15,4,1,-6,23,-48,9
CCc1sc(N(C(=O)Cc2ccccc2)c2cccc(F)c2)nc1-c1ccc(C)cc1,-0.6,x,-3,5,83,-1,-9,90,-29,2
COc1ccc(CCN(Cc2cc3cc(C)cc(C)c3nc2Cl)C(=O)C2CC2)cc1,-4.0,-3,-6,11,67,11,-5,69,-4,-7
CCOC(=O)N1CCC(NS(=O)(=O)c2ccc3c(c2)oc(=O)n3C)CC1,-1.9,0,x,21,109,-1,-6,98,-61,21
CC(=O)Nc1ccc2[nH]c(C)cc(=O)c2c1,-1.4,0,6,8,97,5,4,94,-46,-4
CCCCN(CCCC)Cc1cc2ccccc2c2c1COC2,-3.2,-1,5,5,65,14,-2,58,-24,-1
COC(=O)c1cccc(CSc2nnc(-c3ccco3)n2-c2ccccc2)c1,-3.7,-3,-10,12,89,7,-4,101,-46,0
O=C(COC(=O)/C=C/c1ccc(Cl)cc1Cl)NCCC1=CCCCC1,-1.3,-13,-16,19,102,-1,-5,97,-12,-14
CCC1(C)Nc2ccccc2C(=O)N1O (stereo unspecified),-1.9,x,-27,5,85,0,57,88,-42,2
COc1ccc(OC)c(C2=Nn3c(nnc3-c3cc(OC)c(OC)c(OC)c3)SC2)c1,-4.2,-1,-41,8,59,6,-14,67,6,13
CCN(CC)S(=O)(=O)c1ccc(Cl)c(C(=O)Nc2cc(C)nn2-c2ccccc2)c1,-2.4,0,-9,14,93,1,0,96,-6,8
COc1cccc(OCCN2CCN(c3ncnc4c3cnn4-c3ccccc3)CC2)c1,-2.9,-2,x,6,30,2,-9,20,-37,9
Cc1noc(C)c1COc1ccc(C(=O)OCC(=O)Nc2ccc3c(c2)OCO3)cc1,-1.6,0,-23,4,94,3,-6,84,-42,1
N#Cc1c(/N=C/N2CCOCC2)sc2c1CCCCC2,-0.7,-1,x,5,103,0,-3,92,-18,6
Cc1ccc(C)c2[nH]c(=O)c(CCNC(=O)c3ccc(S(=O)(=O)N(C)C)cc3)cc12,-2.7,0,x,1,110,-1,-7,82,-14,1
Cc1nnsc1NC(=O)OCc1ccc(Cl)cc1Cl,0.0,-2,3,4,74,0,-25,86,-23,-7
Cn1cc(CC(=O)NCCCN2CCCC2)c2ccccc21,0.8,0,17,6,100,1,-12,101,-25,5
CC(C)CC(COCc1cccc(C(F)(F)F)c1)N1CCN(C(=O)c2cccc(C(F)(F)F)c2)CCC1=O (stereo unspecified),-3.8,x,-2,11,30,6,12,12,-24,4

# Among those listed so far, these contain bromine:
SMILES,MRP1 act,Phagocytosis inh,E-sel TNF inh,Measles CPE,PTEN del growth,NPY-Y2 antag,Yeast lifespan up,bCat KO growth,BB579 growth dn,GALR2 blocker
CN(C(=O)COC(=O)c1cc(Br)c(Br)s1)C1CCS(=O)(=O)C1 (stereo unspecified),0.8,-2,2,6,101,6,-1,97,-37,-1
CCn1c(-c2cccc(Br)c2)n[nH]c1=S,-0.1,-1,20,7,107,4,-8,102,-9,9

# (more compounds)
SMILES,MRP1 act,Phagocytosis inh,E-sel TNF inh,Measles CPE,PTEN del growth,NPY-Y2 antag,Yeast lifespan up,bCat KO growth,BB579 growth dn,GALR2 blocker
C/C(=N\NC(=O)C1CC1c1ccccc1)c1ccc(C)s1 (stereo unspecified),-3.7,-2,5,11,93,3,-3,89,-13,-11
CC(CCc1ccccc1)NC(=O)c1cccnc1 (stereo unspecified),-1.7,0,-12,5,100,1,-6,102,-32,5
O=S(=O)(c1cccc(NC(=S)N2CCN(c3ccccc3F)CC2)c1)C(F)F,0.1,-16,x,14,85,2,11,91,-27,4
Cn1c(=O)c2c(ncn2Cc2ccccc2)n(C)c1=O,-0.9,x,16,12,90,-1,x,85,-12,-8
COC(=O)c1ccc(C)c(NC(=O)CCNC(=O)c2ccc([N+](=O)[O-])cc2)c1,-1.6,-14,3,2,83,2,-2,83,-33,0
Cc1cc(N)n2ncc(-c3ccccc3)c2n1,-0.9,-1,-29,17,102,3,-11,90,-42,-4
Cc1ccc(N2C(=O)C3C(C2=O)C2C=CC3C23CC3)cc1 (stereo unspecified),-0.1,-1,x,15,91,3,-4,103,13,-10
CC(c1nnc(SCC(=O)Nc2sccc2C#N)n1-c1ccc(Cl)cc1)N(C)C (stereo unspecified),-1.4,-1,-6,4,88,0,-6,80,-72,5
O=C(Nc1ccc(Cl)cc1)N1CCSCC1,-1.0,0,-8,2,98,-1,-9,92,-74,-8
COc1ccc(C(=O)N/C(=C\c2cccs2)c2nc3ccccc3[nH]2)cc1OC,-2.2,x,x,5,91,-2,-9,91,26,3
CN1[C@@H]2CC(OC(=O)[C@H](CO)c3ccccc3)C[C@H]1[C@@H]1O[C@@H]12 (stereo partly specified),-0.8&-2.0,x,x,11&25,102&99,-3&-1,6&7,103&90,-16&-36,8&14
COc1ccc(-c2nc(C#N)c(NCCc3ccccc3)o2)cc1,-0.6,x,-3,19,95,7,-5,92,-44,-3
CN1/C(=C\C=N\NC(=O)c2ccc(O)cc2)C(C)(C)c2ccccc21,-2.8,x,x,24,36,2,0,31,-37,11
CCOc1ccccc1-c1nc(-c2ccncc2)no1,-2.7,2,3,11,87,6,-7,87,-15,1
Cc1nn(CC(=O)Nc2ccc(Cl)cn2)c(C)c1[N+](=O)[O-],0.7,0,29,16,116,0,10,107,-12,-4
Cc1ccc(S(=O)(=O)N2CCN(C(=O)c3cc4c(C)nn(-c5ccccc5)c4s3)CC2)cc1,-1.6,-2,x,5,82,7,-2,70,-43,-3
O=C(c1ccc(N2C(=O)C3CC=C(Cl)CC3C2=O)cc1)N1CCCCC1 (stereo unspecified),-0.6,-2,-46,8,106,1,-8,105,2,-4

# Measles CPE, entries above that show a hit.
Structure | Phagocytosis inh | E-sel TNF inh | Measles CPE | NPY-Y2 antag | Yeast lifespan up | BB579 growth dn | GALR2 blocker
O=C(CCCC(=O)OCC(F)(F)C(F)F)Nc1ccc(NC(=O)CCCC(=O)OCC(F)(F)C(F)F)cc1 | 2 | -8 | 42* | 1 | -6 | -41 | -8

# Hits appear at their usual frequency. About 6.1% of those tested had a hit in this group.
